beta cell repl: MIN6 beta-cell proliferation induction; MIN6 cells proliferation, ATPlite luminescence, 48 h; cells starved in 0.2% serum; 100% = growth in 10% serum; actives 0.29% (n = 330,000); proliferation, % at 10 µM;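 active means compounds whose signal lies at least 3.5 SD above the mean of all wells on their plate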;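 further: 0% = DMSO-treated cells in low-serum medium and 100% = 10% serum control; some compounds called inactive have numbers as strong as hits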
mIAP block: blocks mouse intestinal alkaline phosphatase; purified mouse IAP, CDP-Star luminescence, 30 min; inhibition, % at 10 µM; actives 0.2% (n = 330,000);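 active means inhibition of at least 40% at 10 µM in the primary screen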;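 further: plate controls were DMSO with enzyme for no effect and no enzyme wells for full effect; values of inactives mirror those of a sister screen read the other way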
A3A deaminase: human APOBEC3A DNA deaminase inhibition; P31941; actives 0.41% (n = 330,000); AID 493011; inhibition, % at 20 µM; recombinant A3A, FAM/TAMRA ssDNA deamination fluorescence;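 active means at least 40% inhibition at 20 µM here, with at most 30% in a related deaminase screen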;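 further: plate controls were A3A with DMSO for no effect and wells lacking A3A enzyme for full effect; some results filed as inactive read as strong as hits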
Target sequence (P31941 whole entry, looked up): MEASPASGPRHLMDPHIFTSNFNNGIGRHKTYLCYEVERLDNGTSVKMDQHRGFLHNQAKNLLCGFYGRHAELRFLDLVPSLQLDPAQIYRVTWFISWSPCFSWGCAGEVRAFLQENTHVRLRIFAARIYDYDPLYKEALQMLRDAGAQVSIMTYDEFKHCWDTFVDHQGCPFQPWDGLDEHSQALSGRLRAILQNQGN
APOBEC3G inh: APOBEC3G (human) deaminase inhibition; Q9HC16; recombinant A3G, ssDNA deamination FAM/TAMRA fluorescence; inhibition, % at 20 µM; actives 0.28% (n = 330,000); AID 493012;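 active means inhibition of at least 40% at 20 µM, with no more than 30% in the related APOBEC3A deaminase screen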;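 further: plate controls were DMSO wells with A3G for no effect and wells lacking A3G enzyme for full effect; some compounds called inactive have numbers as strong as hits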
Target sequence (Q9HC16 whole entry, looked up): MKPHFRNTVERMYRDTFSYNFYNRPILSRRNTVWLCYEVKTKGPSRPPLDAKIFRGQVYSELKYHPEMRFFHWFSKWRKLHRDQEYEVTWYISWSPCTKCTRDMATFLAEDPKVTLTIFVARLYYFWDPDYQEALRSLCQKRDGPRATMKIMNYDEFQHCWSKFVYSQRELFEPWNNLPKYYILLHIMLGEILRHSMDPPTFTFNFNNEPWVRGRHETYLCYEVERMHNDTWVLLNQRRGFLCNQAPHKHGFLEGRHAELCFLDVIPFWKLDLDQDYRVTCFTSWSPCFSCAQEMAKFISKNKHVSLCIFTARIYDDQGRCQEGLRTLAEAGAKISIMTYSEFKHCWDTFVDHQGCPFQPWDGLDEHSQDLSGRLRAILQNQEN
hIAP activ: increases human intestinal alkaline phosphatase activity; P09923; purified human IAP, CDP-Star luminescence, 30 min; hits give high values; 1 = vehicle-only enzyme, 0 = enzyme-free background; activation factor at 10 µM; actives 0.16% (n = 330,000);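 active means activation factor of the enzyme at least 2-fold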; further: the source names both 10 and 20 µM as test concentration; values of inactives mirror those of a sister screen read the other way
Target sequence (P09923 whole entry, looked up): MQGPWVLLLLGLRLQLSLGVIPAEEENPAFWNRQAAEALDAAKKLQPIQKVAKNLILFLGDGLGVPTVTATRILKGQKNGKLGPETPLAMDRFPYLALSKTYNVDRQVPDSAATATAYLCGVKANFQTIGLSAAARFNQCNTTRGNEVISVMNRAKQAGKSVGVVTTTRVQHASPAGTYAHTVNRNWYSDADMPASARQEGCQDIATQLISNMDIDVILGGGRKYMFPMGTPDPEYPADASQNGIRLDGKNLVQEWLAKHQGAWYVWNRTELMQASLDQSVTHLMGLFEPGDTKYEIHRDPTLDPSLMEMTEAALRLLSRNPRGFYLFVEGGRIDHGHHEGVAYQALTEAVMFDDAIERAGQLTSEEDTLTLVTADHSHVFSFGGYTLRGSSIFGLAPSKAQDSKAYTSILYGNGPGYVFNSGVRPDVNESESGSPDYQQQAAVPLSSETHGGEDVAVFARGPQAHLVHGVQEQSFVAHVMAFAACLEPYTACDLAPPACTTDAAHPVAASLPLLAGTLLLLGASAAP
mIAP activ: mouse IAP activation; activation factor at 10 µM; actives 0.24% (n = 330,000); muIAP, CDP-Star luminescence, 30 min; hits give high values; 1 = vehicle-only enzyme signal, 0 = enzyme-free wells;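 active means activation factor of at least 2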; further: the source names both 10 and 20 µM as test concentration; values of inactives mirror those of a sister screen read the other way
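System: mouse IAP enzyme. Reagent: CDP-Star chemiluminescent phosphatase substrate. Benchmarks: DMSO wells, no-enzyme wells. Times: 30 min enzyme-substrate-compound incubation at room temperature. Detection: luminescence from enzymatic CDP-Star hydrolysis. Doses: test compounds delivered from DMSO solution.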
GRIN3A LBD mod: modulates the human NR3A ligand-binding domain; Tm shift relative to glycine control, % at 25 µM; NR3A LBD differential scanning fluorimetry, Tm shift; 0% = protein alone, 100% = glycine-bound protein; AID 1259313; actives 2.5% (n = 340,000);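 active means melting temperature shift of at least 10% of the positive control shift, at one fixed dose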
hIAP block: human IAP inhibition | inhibition, % at 10 µM | actives 0.12% (n = 330,000) | purified IAP, CDP-Star luminescence, 30 min;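 active means inhibition reaching a set limit with compound at 10 µM in the primary screen, cut at about 35% in these data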;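 further: plate controls were DMSO wells with enzyme for no effect and no-enzyme buffer wells for full effect; values of inactives mirror those of a sister screen read the other way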
MPTP block: inhibitors of mitochondrial permeability transition pore. isolated mouse mitochondria, Ca2+ swelling absorbance, 30 min. inhibition, % at 10 µM. actives 1.4% (n = 360,000). AID 602449;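 active means inhibition of 50% or more, scaled per plate between neutral and stimulator controls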;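 further: 0% = DMSO wells given calcium and 100% = 1 mM EGTA wells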
An asterisk follows results filed as active; / = no result given. Compounds as they come. About 5% of those tested had a hit in this group.

SMILES	beta cell repl	mIAP block	A3A deaminase	APOBEC3G inh	hIAP activ	mIAP activ	GRIN3A LBD mod	hIAP block	MPTP block
COc1ccc(NC(=O)CN(c2cccc(F)c2)S(C)(=O)=O)cc1OC	-2	-4	-1	-6	1.2	1	1	-18	2.5
CN(CC(=O)Nc1ccc(S(=O)(=O)N2CCCC2)cc1)Cc1c(F)cccc1Cl	-3	-13	-4	-14	1.1	1.1	0	-9	2.1
O=C(O)c1ccc(SCc2ccccc2)nc1	-1	-4	2	-2	1	1	5	-2	2.0
Cn1nnnc1N=N/C(=N/Nc1ccccc1)c1ccccc1	-6	24	0	1	0.54	0.76	-1	46*	3.7
Cc1ccc(N2CC(C(=O)Nc3nnc(SCCC4OCCO4)s3)CC2=O)cc1 (centres undefined)	0	7	-3	-11	1.1	0.93	-1	-8	1.5
CCC(Oc1cc(Cl)ccc1Cl)C(=O)N1CCCN(C)CC1 (centres undefined)	-4	0	1	-2	0.98	1	2	2	1.0
Cc1ccc2c(c1)[C@H]1[C@H](CO2)[C@H](c2ccccc2)[C@]2(C)C(=O)N(Cc3ccc(Cl)cc3)CC(=O)N12	-7	9	-2	-6	1.1	0.91	-6	-10	-1.6
Cc1ccccc1N1CCN(C(=O)NCc2cccc(Cl)c2)CC1	-3	-20	2	-10	1	1.2	0	-4	1.4
COc1ccc(C(=O)Nc2ccc3ccccc3n2)cc1OC	-3	1	-6	-7	1.2	0.99	-1	-21	0.1
O=C(O)c1cc(S(=O)(=O)Nc2ccccc2Cc2ccccc2)ccc1Cl	-2	8	-3	-10	0.92	0.92	-6	8	1.3
O=C(NCc1ccc(F)cc1)C1CCCN1S(=O)(=O)c1ccccc1C(F)(F)F (centres undefined)	0	-3	-5	-9	0.89	1	1	12	-0.5
O=C(Nc1ccncc1)C1CCN(S(=O)(=O)c2ccccc2)CC1	1	-12	0	7	1.3	1.1	0	-29	-1.5
CC(C)c1ccc(N2CC(C)(C)C2=O)cc1	2	-3	-2	-3	1	1	-1	-2	0.1
COc1ccccc1-c1cc(C(=O)N2CCCc3ccccc32)no1	3	6	3	-1	1.1	0.94	0	-8	3.5
NC(=O)C1(N2CCCCC2)CCN(c2nc(-c3ccccc3)cs2)CC1	-1	-5	2	-4	0.94	1.1	-1	6	-0.5
Cc1ccc(Cn2c(=S)[nH]c3ccc(N4CCOCC4)cc3c2=O)o1	-5	28	10	59*	1.1	0.72	-4	-6	0.4
O=C1c2cc(Cl)ccc2OC2(CCNCC2)C12CC(c1ccccc1)=NO2 (centres undefined)	-8	-3	1	3	0.83	1	1	17	71*
CCOC(=O)C1(Cc2ccccc2)CCN(CC2CC=CCC2)CC1 (centres undefined)	-2	18	-1	-10	1	0.82	0	-1	3.8
Cc1nc(C(=O)Nc2ccc(Cl)cc2Cl)nn1-c1cc(OC(C)C)c(Cl)cc1Cl	-6	-3	-3	-6	0.97	1	2	3	3.2
CCC1CCCCN1CC(=O)c1c(C)[nH]c2ccccc12 (centres undefined)	-2	-2	-1	-4	0.99	1	-2	1	4.0
COc1ccc(OCc2nnc(SCC(=O)N3c4ccccc4Sc4ccc(Cl)cc43)o2)cc1	-5	2	-2	-6	0.96	0.98	1	4	12
NS(=O)(=O)c1ccc(N/N=C/c2ccccn2)c([N+](=O)[O-])c1	-5	4	-2	-5	0.98	0.96	2	2	0.4
CC(=O)/C(=N\Nc1ccc(Cl)cc1)Sc1nnc(-c2ccccc2)n1-c1ccccc1	-4	14	-3	-8	0.79	0.86	2	21	5.1
CCC(=O)Nc1ccc(N2CCC(C)CC2)cc1	0	-9	-2	-2	0.95	1.1	-1	5	2.7
COc1cccc(/C=N/NC(=O)c2ccc(OCc3cccc(Br)c3)cc2)c1	-4	10	3	-1	0.97	0.9	29*	3	28

The list continues:
SMILES	beta cell repl	mIAP block	A3A deaminase	APOBEC3G inh	hIAP activ	mIAP activ	GRIN3A LBD mod	hIAP block	MPTP block
CCOC(=O)C1=C(CC)OC(N)=C(C#N)C1c1cc(OC)ccc1OC (centres undefined)	7	3	-3	-6	1.1	0.97	-2	-6	3.7
CCOc1ccc(NC(=O)CN(C)C(=O)c2ccccc2OCc2cccc(C)c2)cc1OCC	1	-76	1	1	1.2	1.8	0	-22	0.3
Cc1ccc2nc(/N=C(\N)NC(=O)NC3CCCCC3)nc(C)c2c1	-6	5	1	4	1.1	0.95	3	-10	1.9
O=C(CCCC(=O)N(CC(=O)NC1CCCCC1)Cc1ccco1)Nc1ccccn1	5	-1	-3	-5	0.99	1	0	1	-2.9
O=C(CSc1nnnn1Cc1ccccc1)Nc1ccc2c(c1)OCCO2	-2	-7	0	-1	0.93	1.1	0	8	-6.9
CN(Cc1ccccc1NS(=O)(=O)c1ccc(Cl)cc1)C1CCCCC1	1	-1	-2	-12	1.2	1	-1	-23	1.4
Cc1cccc(NC(=O)c2ccc(OCC3CCCO3)cc2)c1C (centres undefined)	0	-5	3	-5	0.76	1.1	-1	24	1.0
C/C(N)=C(/C#N)C(=O)COC(=O)c1ccc(NC(N)=O)cc1	-3	-8	1	-6	1	1.1	-1	-2	0.4
CC1CC(OC(=O)CN2CCCCC2)CC(C)(C)C1 (centres undefined)	1	10	-1	0	0.88	0.9	/	12	/
O=C(NC1CCCCC1)C(c1ccc(Cl)cc1)N1CCC2(CC1)OCCO2 (centres undefined)	-2	-6	-1	-2	0.97	1.1	-4	3	0.0
COc1ccc(S(=O)(=O)NC2CC(=O)N(c3ccc(C)c(C)c3)C2)cc1 (centres undefined)	-4	-2	2	-5	1.1	1	-1	-5	-1.0
COC(=O)c1ccc(Cn2nnc3c(=O)[nH]c(C4CCCN(S(=O)(=O)c5ccccc5)C4)nc32)cc1 (centres undefined)	-1	9	-3	-4	1	0.91	-14	-4	-1.9
O=S(=O)(Nc1ccc(OC(F)F)cc1)c1ccc(-c2ccon2)s1	1	5	-3	-10	0.94	0.95	2	6	1.3
COc1cccc2sc(Nc3nc(-c4ccccn4)cs3)nc12	-6	19	2	-1	1.4	0.81	/	-38	5.5
CCOC(=O)c1sc(C)c2c1NC1(CCCCCC1)NC2=O	-2	4	-3	1	1.2	0.96	1	-18	-0.7
O=C(NNC(=O)c1sccc1-n1cccc1)c1ccc(Cl)cc1	0	4	-2	-4	1.1	0.96	0	-15	1.9
CC(C)CCn1c(CN2CCOCC2)nc2c1c(=O)n(C)c(=O)n2C	2	2	-1	-6	0.94	0.98	4	6	0.3
CCCN(CC1CC1)C(=S)NC(=O)c1cc(Br)ccc1Cl	-5	4	-4	-4	1.2	0.96	2	-21	1.1
COc1ccc2oc(C(=O)OCC(=O)Nc3ccccc3)c(C)c2c1	1	-1	6	-6	0.96	1	-1	4	1.3
CCC(=O)NCCNC(=O)c1c(SC)nsc1SC	3	-6	-3	-1	1	1.1	0	0	-7.3
CCOC(=O)CCSc1nc(-c2ccccc2)cc(C(F)(F)F)n1	-3	2	3	-4	0.98	0.98	0	2	-0.2
O=C(OCC(=O)N1CCCc2ccccc21)c1ccc(Cl)nc1	0	12	3	2	0.99	0.88	2	1	1.6
Cc1ccc(NC(=O)CCC(=O)NNC(=O)c2ccccc2)c(C)c1	-2	10	-2	-5	0.92	0.9	0	8	-1.2
COc1ccc(NC(=O)CCCN2C(=O)C3CC=CCC3C2=O)cc1 (centres undefined)	-3	6	-1	-7	0.91	0.94	3	9	-1.9
COc1ccc(Cl)cc1C(=O)NCCS(=O)(=O)N1CCN(c2ccccc2F)CC1	1	3	3	2	0.87	0.97	-6	13	-1.3

Record cards (already shown). Values in the order: beta cell repl, mIAP block, A3A deaminase, APOBEC3G inh, hIAP activ, mIAP activ, GRIN3A LBD mod, hIAP block, MPTP block
Profile of Cc1cccc(NC(=O)c2ccc(OCC3CCCO3)cc2)c1C (centres undefined) = 0, -5, 3, -5, 0.76, 1.1, -1, 24, 1.0
Profile of O=C(OCC(=O)N1CCCc2ccccc21)c1ccc(Cl)nc1 = 0, 12, 3, 2, 0.99, 0.88, 2, 1, 1.6
Profile of CCCN(CC1CC1)C(=S)NC(=O)c1cc(Br)ccc1Cl = -5, 4, -4, -4, 1.2, 0.96, 2, -21, 1.1
Profile of O=C(NNC(=O)c1sccc1-n1cccc1)c1ccc(Cl)cc1 = 0, 4, -2, -4, 1.1, 0.96, 0, -15, 1.9

Carrying on:
SMILES	beta cell repl	mIAP block	A3A deaminase	APOBEC3G inh	hIAP activ	mIAP activ	GRIN3A LBD mod	hIAP block	MPTP block
O=C(/C=C/c1ccccc1)NCCSCc1ccc(Cl)cc1	0	0	1	-4	0.93	1	12*	7	23
c1ccc(-c2noc(CSc3nnnn3-c3ccccc3)n2)cc1	0	2	3	-2	1	0.98	0	-3	-2.3
O=C(Nc1ccc(C(=O)O)cc1)/C(=C/c1ccc([N+](=O)[O-])cc1)NC(=O)c1ccccc1	0	6	-2	-4	1.1	0.94	1	-8	-1.2
O=C(/C=C/c1ccccc1)NC(NC(=S)Nc1ccc(Cl)cc1Cl)C(Cl)(Cl)Cl (centres undefined)	-6	8	-1	-6	0.96	0.92	20*	4	102*
Cc1ccc(-c2nnn(CC(=O)O)n2)cc1	-2	-2	2	-1	0.95	1	3	5	-0.1
O=c1oc(-c2ccccc2)nc2sc3c(c12)CCC3	-1	12	56*	22	0.96	0.88	-1	4	-0.4
Cc1ccc(NC(=O)Nc2cnccn2)cc1C	-2	-18	5	-5	0.92	1.2	-3	8	3.6
CCOC(=O)c1ccc(NC(=S)Nc2cccc(N)n2)cc1	-2	16	-5	-6	0.88	0.84	-3	12	1.9
O=C(Nc1ccc(S(=O)(=O)Nc2nccs2)cc1)c1ccc(=O)[nH]c1	-3	20	4	-5	1.2	0.8	-1	-19	-1.3
CCc1ccccc1NC(=O)C1CCN(c2cnccn2)CC1	7	7	1	-6	1	0.93	-1	-5	-1.0
CCOC(=O)c1c(-c2cccs2)csc1NC(=O)c1ccco1	-4	-5	-1	-4	0.99	1.1	0	1	0.4
CC(Nc1cccc([N+](=O)[O-])c1)C(=O)Nc1ccc(S(=O)(=O)N2CCCC2)cc1 (centres undefined)	-1	12	-3	-13	1	0.88	-2	0	-0.6
CCOC(=O)c1cc(-c2ccccc2C)n(CC2CC(c3cccc([N+](=O)[O-])c3)=NO2)n1 (centres undefined)	-6	4	0	-7	0.93	0.96	-5	7	1.1
CCc1nnc(NC(=O)CSc2nnc(C3CCCCC3)n2-c2cccc(Cl)c2)s1	-2	-8	1	-1	1.1	1.1	-3	-14	0.2
COc1ccc(OCC(=O)NCc2ccc(Cl)cc2)cc1	-1	0	-1	-8	1	1	5	-4	-0.1
COc1ccc(N2CCN(CCCNC(=S)Nc3c(C)cccc3C)CC2)cc1	0	-7	3	-1	0.92	1.1	-2	8	0.8
Cc1ccc(-c2ocnc2C(=O)N2CCOCC2)cc1	1	-8	-1	-5	0.98	1.1	-1	2	-2.6
Cc1ccc(NC(=O)CNC(=O)c2ccco2)nc1	3	1	2	9	1	0.99	3	0	0.6
Cn1ccnc1C(O)c1cccc(OCc2ccccc2)c1 (centres undefined)	-1	-2	2	-8	1.5	1	-1	-47	-0.1
COc1ccc(NC(=O)CSc2nnc3ccc(-c4ccccn4)nn23)cc1OC	-3	1	-1	-12	0.99	0.99	-1	0	-0.2
CC(=O)c1c(C)nc(-c2ccc(Cl)cc2)nc1N	-3	6	-2	-6	0.9	0.94	1	10	-1.6
O=C(CCC(=O)OCC(F)(F)C(F)F)Nc1ccc(Cl)cc1	-2	-1	-4	-4	0.8	1	-3	20	1.8
Cc1cccc(C2(c3cccc(C)c3)CC2C(=O)NCC2CCCO2)c1 (centres undefined)	1	6	-2	-2	0.97	0.94	0	3	-7.6

Compound activity as filed in PubChem.
